# High-throughput results (PubChem)
# XIAP antagonists: XIAP antagonists, biochemical, IAP family, fluorescence polarization (AID 1018); XIAP BIR domain, fluorescence polarization peptide displacement; higher % means a stronger effect; one-dose displacement, % at 20 µM; IC50 in µM for titrated hits; hit rate 0.007% among 200,000; in the data active means displacement above about 50%; further: a part of the inactive calls stands beside numbers as strong as those of hits
# MT stabilizer: stabilizes microtubules in HeLa cells. HeLa tubulin immunostaining HCS, 24 h; share of cells brighter than vehicle mean+2SD. % tubulin-high responders, % at 10 µM. hit rate 0.83% among 200,000. AID 2205;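 active means plate Z-score above 3 for both tubulin-high and condensed-nucleus cell shares, with cell loss under 80%, at 10 µM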;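 further: anti alpha tubulin signal scored within the nucleus-defined area of each cell; some results filed as inactive read as strong as hits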
# CSM14.1 death rescue: rescue of cells from ER stress-induced death, primary screen, 384-well, CSM14.1, thapsigargin, ATP luminescence (AID 1222); cellular ATP content (survival), % at 20 µM; hits with a dose series show EC50 in µM; 190,000 tested, under 10 active; CSM14.1 thapsigargin-induced death rescue, ATP luminescence; higher % means a stronger effect;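 active means EC50 below 50 µM in the dose-response confirmation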;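 further: death triggered by thapsigargin at about 15 µM added after 2 h compound pretreatment; cell ATP read after overnight thapsigargin exposure of roughly 18 to 22 hours; normalized against plate controls of thapsigargin alone and 5% DMSO vehicle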
# WT yeast gro inh: growth inhibition of WT yeast, mitochondrial fusion screen; mitochondrial fusion phenotypic screen, WT strain; inhibition, % at 10 µM; hit rate 2.1% among 190,000; AID 1362; in the data active means inhibition above about 58%; tested in S. cerevisiae
# b-catenin transl: modulators of beta-catenin nuclear translocation; HeLa beta-catenin nuclear translocation, immunofluorescence imaging; nuclear translocation activity, % at 5 µM; hit rate 0.3% among 190,000;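 active means nuclear translocation activity above 50% at 5 µM, with a well cell count of 50 or more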;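 further: per-cell ratio of nuclear to cytoplasmic median beta-catenin stain intensity; plate controls were DMSO negative control for no effect and GSK-3 inhibitor IX positive control for full effect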
#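 Test system: human HeLa cells, endogenous beta-catenin. Times: 24 h compound exposure, 37°C. Measured by: beta-catenin immunofluorescence imaging with DAPI.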
# Insulin prom up: MIN6 insulin promoter up-regulation | MIN6 insulin promoter-GFP reporter, high-content imaging; hits give high values | z-score at 5 µM | hit rate 0.3% among 190,000;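 active means z-score above 3 at 5 µM with at least 500 cells counted in the well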
# Dynein transport: dynein cargo transport inhibition | 3617.4 mouse cells, GR-EGFP nuclear translocation imaging; test concentration mostly 20 µM; stimulated with dexamethasone, 1 µM; hits give low values | hit rate 0.47% among 220,000 | z-score, hits read low;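 active means plate z-score of nuclear minus cytoplasmic receptor signal below a set negative limit, without overly bright fluorescence or cell loss, cut at about -3.5 in these data, passing the limit was not always enough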;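 further: z-score of nuclear minus cytoplasmic ring GR-EGFP intensity difference per well; some compounds called inactive have numbers as strong as hits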
#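 Buffer or medium: tet-free, stripped-serum medium; Also added: dexamethasone, 1.0 µM final; Technique: high-content fluorescence imaging after fixation; Times: 48 h induction, 1 h compound, 30 min dex at 37 °C; Read-out: per-cell GR-EGFP intensity, nucleus versus surrounding cytoplasmic ring, well-averaged.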
# Hep lipid drop: modulators of hepatic lipid droplet formation; hit rate 0.4% among 240,000; AML12 mouse hepatocytes, oleate lipid droplets, BODIPY imaging; inhibition, % at 6.5 µM;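 active means lipid droplet intensity inhibited by at least 50%, with more than 500 cells counted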
#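 Material: mouse AML12 hepatocyte cell line, fixed after treatment; Timing: compound with oleate, overnight; Technique: high-content imaging of BODIPY-stained droplets and DAPI nuclei; Probe or stimulus: oleate, 100 µM final; Dosing: compound at 6.5 µM only.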
# Autophagy mod: alters autophagy in cells. MEF GFP-LC3 puncta imaging; test concentration mostly 10 µM. calls only at 10 µM (by protocol). hit rate 0.98% among 190,000. AID 463193;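 active means percentage of spot-positive cells more than 3 SD above its plate mean, without a fluorescence outlier flag or 80% toxicity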;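 further: spot-positive cell cutoff set from DMSO-treated cells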
# WT yeast gro inh mutant strain: recorded beside WT yeast gro inh, whose call it bears; inhibition, %; mitochondrial fusion phenotypic screen, mutant strain inhibition
# Dynein transport cytoplasmic EGFP: also measured in Dynein transport; calls as there; z-score; measured here: cytoplasmic GR-EGFP intensity; hits give high values
# Dynein transport nuclear GR-EGFP: further read-out of Dynein transport, marked with its call; z-score; measured here: nuclear GR-EGFP intensity;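 lower value marks the stronger effect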
# Dynein transport cell count: also measured in Dynein transport; calls as there; z-score; measured here: cell count per field
# Insulin prom up cell count: recorded beside Insulin prom up, whose call it bears; cell count; measured here: cytotoxicity, nuclei count;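 total cells summed across four imaged fields per well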
# Hep lipid drop cells 6.5 µM: second read-out of Hep lipid drop, no call of its own (marks repeat the call); cell count; measured here: cell count, cytotoxicity flag;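 cells counted across two imaged fields per well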
# b-catenin transl cell count 5 µM: second read-out of b-catenin transl, no call of its own (marks repeat the call); cell count; measured here: cell count, cytotoxicity flag
# MT stabilizer Hoechst-high %: second read-out of MT stabilizer, no call of its own (marks repeat the call); % Hoechst-high responders; measured here: nuclear condensation Hoechst responders;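 share of cells brighter than vehicle mean plus two SD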
# MT stabilizer cytotoxicity %: second read-out of MT stabilizer, no call of its own (marks repeat the call); toxicity, %; measured here: cytotoxicity by cell density;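 0% = mean cell density of plate MIN control wells and 100% = no cells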
# Autophagy mod cell loss 18 h: recorded beside Autophagy mod, whose call it bears; toxicity, %; measured here: cell loss, nuclei count;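 cell loss after 18 h compound exposure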
# * marks the source's active call; other numbers are inactive results; i = inactive; . = not tested or not shown; + = active, no number. Hits appear at their usual frequency. About 4% of those tested had a hit in this group.
SMILES,XIAP antagonists,MT stabilizer,MT stabilizer Hoechst-high %,MT stabilizer cytotoxicity %,CSM14.1 death rescue,WT yeast gro inh,WT yeast gro inh mutant strain,b-catenin transl,b-catenin transl cell count 5 µM,Insulin prom up,Insulin prom up cell count,Dynein transport,Dynein transport cytoplasmic EGFP,Dynein transport nuclear GR-EGFP,Dynein transport cell count,Hep lipid drop,Hep lipid drop cells 6.5 µM,Autophagy mod,Autophagy mod cell loss 18 h
CCOC(=O)c1ccc(NC(=O)C(=O)NCc2ccco2)cc1,-6.4%,1.7,2.7,9.5,0.9%,-14.6,-10.7,0.0,1479,0.44,1366,-0.0934,-0.378,-0.553,0.649,-0.6,526,i,-12.5
CCCC[C@@H]1C[C@H]1[C@@H](NC(=O)c1cccs1)c1ccc(Cl)cc1,-2.5%,3.4,2.4,12.0,-4.1%,70.0*,3.0*,.,.,-0.46,1346,0.749,0.149,0.715,0.206,-43.5,694,i,30.2
Cc1c(N=C2NC(=O)/C(=C/c3cccc([N+](=O)[O-])c3)S2)c(=O)n(-c2ccccc2)n1C,-20.3%,2.4,2.3,4.0,2.5%,-6.3,-13.3,13.2,941,2.72,1220,-1.02,2.14,0.592,-0.136,17.3,645,i,-0.2
CNC(=S)N/N=C/c1c(C)cccc1Cl,.,.,.,.,.,.,.,-2.0,1130,0.08,1452,0.156,-0.192,0.0906,-0.302,-13.5,631,.,.
CCn1nc(C)c(Br)c1-c1nc(CS(=O)(=O)c2ccc(F)cc2)no1,.,.,.,.,.,.,.,-1.1,1233,0.78,1411,-0.0231,-0.255,-0.284,-0.0864,-0.8,721,.,.
O=C(Nc1cccc(-c2cn3cccnc3n2)c1)c1ccco1,-2.0%,6.6,3.9,1.0,-1.0%,-11.2,-12.0,-2.6,1426,-0.4,1434,-1.83,-0.31,-0.746,0.781,.,.,i,-8.2
N#C/C(=C/C=C/c1ccccc1)C(=O)Nc1ccccc1,-0.7%,4.6,2.3,4.1,1.7%,41.6,-3.8,-0.4,1067,.,.,-1.19,-0.12,-0.633,0.774,-12.1,688,i,23.5
CC(C)(C)SCCNC(=O)/C=C/c1cccc([N+](=O)[O-])c1,-0.5%,3.8,2.7,4.0,1.2%,-11.8,-16.6,1.5,1005,-0.13,1371,0.299,-0.291,-0.0978,-0.224,5.1,589,i,-19.7
Cc1ccccc1C(=O)N/N=C1/SCC(=O)N1Cc1ccccc1,13.1%,1.6,2.6,8.6,-0.3%,-1.8,18.9,0.7,1568,-0.07,1360,-0.84,-0.319,-0.286,0.639,2.6,646,i,-2.9
CSc1nc2c(C)c(C)c(C)c(C)c2[nH]1,.,.,.,.,.,.,.,0.1,1019,0.05,1435,1.59,-0.294,1.02,-0.786,-2.1,679,.,.
CCCCc1ccc(NC2=NCC(=O)N2CCc2ccccc2)cc1,-5.2%,4.1,1.3,7.9,0.9%,21.3,5.0,-4.1,1034,0.06,1449,-0.927,-0.268,-0.356,1.23,-0.2,624,i,-15.0
Cc1ccc(C(=O)c2cc(C)sc2N)cc1,2.3%,1.2,1.3,10.7,0.9%,2.8,3.4,0.2,1521,-0.25,1404,-0.622,-0.361,-0.577,0.873,-1.1,567,i,-1.2
COc1cc(/C=N/NC(=O)C(=O)NCC2CCCO2)ccc1OCC(=O)N1CCOCC1 (stereo not drawn),-2.3%,4.0,1.8,10.3,-0.8%,-7.6,3.7,.,.,0.08,1159,-0.0256,-0.244,-0.277,0.354,-20.4,595,i,22.9
CC(C)OC(=O)C(C#N)c1nc2ccccc2nc1N1CCN(Cc2ccccc2)CC1 (stereo not drawn),-5.5%,3.1,1.2,7.5,-1.2%,13.4,-5.2,.,.,.,.,0.169,-0.0825,0.143,0.0796,.,.,+,2.7*
O=C(Nc1ccccc1-c1nc2ccccc2[nH]1)c1ccc(S(=O)(=O)N2CCCCC2)cc1,-5.6%,i,.,100.0,-1.1%,11.0,4.5,-1.2,1387,-1.34,1786,0.177,-0.425,0.0575,0.715,.,.,i,3.9
O=C(CN(c1ccc(Cl)cc1)S(=O)(=O)c1ccccc1)N1CCN(c2ccccc2)CC1,-4.4%,1.1,1.5,10.2,4.0%,14.8,3.4,.,.,0.58,940,0.267,-0.361,0.214,0.865,7.7,822,i,-5.8
Cc1cc(N(C)NC(=S)Nc2ccccc2)nc(C)n1,-4.9%,2.7,1.3,0.2,2.4%,6.2,8.1,-2.8,567,-0.03,1408,0.894,-0.277,0.492,0.449,4.0,678,i,-5.6
O=C(O)/C=C/c1nc(-c2ccccc2)n2ccccc12,-2.5%,5.5,1.6,5.4,0.8%,5.1,-5.8,2.9,947,-0.31,1366,-0.786,-0.0447,-0.507,-0.935,4.3,651,i,-0.4
O=C1[C@H]2[C@@H](C(=O)N1c1cccc3ccccc13)C1(C(=O)c3ccccc3C1=O)N1CCC[C@@H]21,-7.2%,3.2,1.8,5.7,0.1%,-1.9,4.6,-0.4,863,1.18,1035,-1.09,-0.165,0.272,1.26,.,.,i,-21.4
CCCCCCOC(=O)c1ccc(NC(=O)c2cc(OC)c(OC)c(OC)c2Br)cc1,-5.8%,1.2,1.7,4.7,1.6%,32.2,-19.3,-2.5,1094,0.4,749,-1.16,0.11,-0.292,-0.182,3.3,809,i,7.4
CCN1C(=O)c2cccc3c(S(=O)(=O)N(C(=O)c4cccnc4)c4ccc(OC)cc4)ccc1c23,-0.3%,5.1,2.2,3.6,-0.2%,26.3,-4.8,2.9,575,0.02,1214,-0.519,-0.209,-0.381,0.537,-4.0,691,i,-2.2
CC(C)(C)c1ccc(/C=C/C(=O)O)s1,-2.1%,1.9,1.7,5.7,-0.9%,9.5,-9.6,-0.7,1196,-0.27,1169,-0.583,-0.17,-0.57,0.814,8.8,706,i,6.5
CCCOc1ccccc1N/C(N)=N/c1nc(C)cc(C)n1,13.8%,1.5,1.0,4.0,-1.3%,-4.5,22.1,1.1,1428,-4.69,676,-0.283,-0.307,-0.0173,0.557,-49.1,599,i,22.5
O=[N+]([O-])c1ccc(-c2nnc(CNC3CCCC3)o2)cc1,-5.2%,1.9,2.1,5.4,0.4%,-2.7,2.5,-4.5,1073,0.21,1354,-0.247,-0.386,-0.158,0.05,-4.6,722,i,-4.1
Cc1ccc(-c2cc(NC(=O)CSc3n[nH]c(N)n3)n(-c3ccccc3)n2)cc1,-1.1%,2.9,2.7,13.8,-2.2%,6.5,4.6,.,.,-0.37,807,-0.411,-0.194,-0.227,0.378,-10.4,827,i,-6.2
CCn1cc(CNC(=O)c2cccc([N+](=O)[O-])c2)cn1,-2.2%,2.2,6.0,4.4,1.8%,-6.1,-14.2,0.4,909,0.04,1150,2.33,-0.214,0.775,-1.11,-6.8,577,i,-11.8
CCOC(=O)C1=C(N)OC(CCl)=C(C#N)C1c1ccsc1 (stereo not drawn),-3.0%,2.2,2.1,4.3,-0.1%,-19.4,-1.5,-0.7,976,0.91,1197,-3.4,0.366,-1.83,0.134,-12.6,652,i,6.7
Cc1cc(C)[n+](-c2ccc(C(C)C)cc2)c2[nH]c(=O)[nH]c(=O)c12,-1.1%,4.8,1.6,11.2,-3.3%,0.5,-16.6,-1.8,592,-0.17,1309,-0.193,-0.195,0.429,0.488,-16.7,726,i,9.7
Cc1ccc(Nc2nc(=O)c3cc([N+](=O)[O-])ccc3s2)cc1,.,.,.,.,.,.,.,0.7,1298,0.22,1002,0.465,-0.229,0.918,-0.616,0.2,695,.,.

# Ordered by count of non-hydrogen atoms (smallest number first): 5 of the compounds above.
SMILES,XIAP antagonists,MT stabilizer,MT stabilizer Hoechst-high %,MT stabilizer cytotoxicity %,CSM14.1 death rescue,WT yeast gro inh,WT yeast gro inh mutant strain,b-catenin transl,b-catenin transl cell count 5 µM,Insulin prom up,Insulin prom up cell count,Dynein transport,Dynein transport cytoplasmic EGFP,Dynein transport nuclear GR-EGFP,Dynein transport cell count,Hep lipid drop,Hep lipid drop cells 6.5 µM,Autophagy mod,Autophagy mod cell loss 18 h
CC(C)(C)c1ccc(/C=C/C(=O)O)s1,-2.1%,1.9,1.7,5.7,-0.9%,9.5,-9.6,-0.7,1196,-0.27,1169,-0.583,-0.17,-0.57,0.814,8.8,706,i,6.5
O=[N+]([O-])c1ccc(-c2nnc(CNC3CCCC3)o2)cc1,-5.2%,1.9,2.1,5.4,0.4%,-2.7,2.5,-4.5,1073,0.21,1354,-0.247,-0.386,-0.158,0.05,-4.6,722,i,-4.1
CCCOc1ccccc1N/C(N)=N/c1nc(C)cc(C)n1,13.8%,1.5,1.0,4.0,-1.3%,-4.5,22.1,1.1,1428,-4.69,676,-0.283,-0.307,-0.0173,0.557,-49.1,599,i,22.5
Cc1ccccc1C(=O)N/N=C1/SCC(=O)N1Cc1ccccc1,13.1%,1.6,2.6,8.6,-0.3%,-1.8,18.9,0.7,1568,-0.07,1360,-0.84,-0.319,-0.286,0.639,2.6,646,i,-2.9
O=C(Nc1ccccc1-c1nc2ccccc2[nH]1)c1ccc(S(=O)(=O)N2CCCCC2)cc1,-5.6%,i,.,100.0,-1.1%,11.0,4.5,-1.2,1387,-1.34,1786,0.177,-0.425,0.0575,0.715,.,.,i,3.9
